Compound activity from PubChem BioAssay.
NTR1 ag: agonists of NTR1, primary screen, imaging, U2OS cells, beta-arrestin-GFP, high content (AID 493036) | NTR1-U2OS beta-arrestin-GFP spot imaging, agonist mode | hit rate 0.17% among 330,000 | activation, % at 20 µM;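 active = activation at or above 40% of the spot to cytoplasm intensity ratio, with at least 20 cells analyzed; inconclusive = wells under 20 cells, flagged as cytotoxic or low count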;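 also: 0% = DMSO without peptide and 100% = 100 nM NTR1 peptide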
Target sequence (P30989 whole entry, looked up): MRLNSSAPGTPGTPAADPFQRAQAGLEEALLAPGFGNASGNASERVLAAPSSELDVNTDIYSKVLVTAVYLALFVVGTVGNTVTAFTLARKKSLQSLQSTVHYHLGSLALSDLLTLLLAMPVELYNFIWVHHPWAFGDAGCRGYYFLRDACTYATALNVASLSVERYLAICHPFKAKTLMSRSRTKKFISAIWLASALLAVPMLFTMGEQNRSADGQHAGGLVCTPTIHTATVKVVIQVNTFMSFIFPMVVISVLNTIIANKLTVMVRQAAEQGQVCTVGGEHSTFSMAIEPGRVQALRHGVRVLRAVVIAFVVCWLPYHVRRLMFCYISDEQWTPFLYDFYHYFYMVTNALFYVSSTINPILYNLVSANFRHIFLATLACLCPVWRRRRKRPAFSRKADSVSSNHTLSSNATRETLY
West Nile antiviral: inhibition of WNV-induced cytopathic effect – cell-based, CPE readout (AID 1621); West Nile virus-infected cells, CPE inhibition; higher % means a stronger effect; CPE inhibition, % at 10 µM; hits with a dose series show IC50 in µM; hit rate 0.02% among 290,000; in the data active = a potency from the dose series; inconclusive = CPE inhibition mostly from about 3.7% at the one dose, without a potency; inactive = the rest, 99 in 100 with CPE inhibition below about 2.2%; also: strong numbers were not always called active
T cell HTS: T cell immune modulation candidate | hit rate 0.068% among 330,000 | 2C CD8+ T cell-vesicle binding, flow cytometry; stronger effect = lower value | calls only at 7 µM | AID 2052;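 active = response, share of CD8 T cells binding vesicles, and their 90th percentile fluorescence all below set limits, cut at about 80% in these data, passing the limit was not always enough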
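Material: 2C TCR transgenic mouse naive CD8+ T cells, MACS-purified. Also added: QL9-charged Drosophila Ld/ICAM-1/B7-1 vesicles. Timing: binding 1.5 h at 37 °C. Measured by: high-throughput flow cytometry with anti-B7-1 and anti-CD8 staining. Read-out: percent CD8+ FL2 mean versus row control. Controls: Unloaded micro-vesicles (low), QL9 vesicles with 0.7% DMSO (high).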
Dengue-2 NS5 capping: flavivirus cap methylation enzyme inhibition – biochemical, confirmation dose response, primary screen (AID 588689); inhibition, % at 25 µM; hits with a dose series show IC50 in µM; Dengue-2 NS5 methyltransferase capping enzyme assay, biochemical; higher % means a stronger effect; hit rate 0.3% among 340,000; in the data active = a potency from the dose series; inconclusive = inhibition above about 29% without an active follow-up result
RSV CPE inhibition: RSV antiviral activity via CPE protection, HEp-2 cells, primary 10 µM value included (AID 2391); HEp-2 cells, RSV-induced CPE inhibition; higher % means a stronger effect; one-dose CPE inhibition, % at 10 µM; IC50 in µM for titrated hits; hit rate 0.13% among 310,000; in the data active = a potency from the dose series; inconclusive = CPE inhibition mostly from about 23% at the one dose, without a potency; inactive = the rest, 99 in 100 with CPE inhibition below about 21%; also: strong numbers were not always called active
SV40 large T antigen: TAg ATPase/helicase activity blockers – biochemical (AID 1903). SV40 large T antigen ATPase/helicase inhibition assay; higher % means a stronger effect. one-dose inhibition, % at 20 µM; IC50 in µM for titrated hits. hit rate 0.39% among 310,000; in the data active = a potency from the dose series; inconclusive = inhibition mostly from about 32% at the one dose, without a potency; inactive = the rest, 99 in 100 with inhibition below about 32%; also: strong numbers were not always called active
MgcRacGAP inhibition: MgcRacGAP GTPase-activating activity inhibitors, confirmation, biochemical, ADP Hunter fluorescence; MgcRacGAP-stimulated Rac1 GTP hydrolysis, ADP Hunter fluorescence; higher % means a stronger effect; GST-tagged Rac1 F28L mutant substrate; inhibition, % at 30 µM; hits with a dose series show IC50 in µM; hit rate 0.6% among 340,000; AID 624330;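 active = first-screen hits whose inhibition reached a set limit at any dose in the follow-up dose series; inconclusive = inhibition above the set first-screen limit but never retested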;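 also: fluorescence reports GDP produced by GAP-driven GTP hydrolysis; strong numbers were not always called active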
K1F lysis inhibition: protection from phage-mediated lysis, alamar blue read-out – E. coli UTI89, K1F phage, bacterial capsule biogenesis inhibitors (AID 488966); E. coli UTI89 K1F phage lysis, alamar blue, 2 h; higher % means a stronger effect; inhibition, % at 100 µM, or IC50 in µM where a hit was titrated; hit rate 0.02% among 340,000;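 active = phage lysis inhibition, versus mean bacterial control, above a set limit; inconclusive = no clear call, values can overlap the other calls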;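 also: capsule biogenesis inhibitors block K1F phage lysis so surviving cells raise fluorescence; higher fluorescence means more inhibition of phage lysis; actives were called in the ten point dose series up to 300 µM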
PhoP inhibition: PhoP-dependent GFP reporter repression – Salmonella Typhimurium, primary screen (AID 1863); S. Typhimurium PhoP-regulated promoter GFP reporter, 4 h; higher % means a stronger effect; inhibition, % at 50 µM; hits with a dose series show IC50 in µM; hit rate 0.16% among 300,000;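 active = inhibition over 29.93%, a cutoff 3 SD above the screen mean, later confirmed by dose response; inconclusive = inhibition over 29.93% but no dose response follow-up; inactive = inhibition at most 29.93% or unconfirmed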;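 also: 0% = low Mg2+ inducing control and 100% = high Mg2+ repressing control; strong numbers were not always called active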
T cell HTS vesicle-bound %: further read-out of T cell HTS, marked with its call; double positive events, %; measured here: CD8+ vesicle-bound cell fraction;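 binding gate set so that unloaded-vesicle control wells show 10% double positive cells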
NTR1 ag cell count 20 µM: further read-out of NTR1 ag, marked with its call; cell count; measured here: cell count, cytotoxicity flag
* marks the source's active call; other numbers are inactive results; i = inactive; ? = inconclusive; . = no result given; [ ] = remark or other dose.

SMILES	NTR1 ag	NTR1 ag cell count 20 µM	West Nile antiviral	T cell HTS	T cell HTS vesicle-bound %	Dengue-2 NS5 capping	RSV CPE inhibition	SV40 large T antigen	MgcRacGAP inhibition	K1F lysis inhibition	PhoP inhibition
Cn1c(=O)[nH]c(=O)c2c1nc(N1CCCC1)n2CC(O)COc1ccccc1 (stereo not given)	2.3	58	-0.1%	i	38	3%	1.3%	14%	4%	1.8%	6%
COc1cc(C#Cc2c(-c3cncn3C)n(C)c3ccc(-c4ccc5cc[nH]c5c4)cc23)cc(OC)c1	2.8	55	.	i	34	-3%	.	.	7%	0.7%	.
CCN(CC(=O)Nc1ccc(C(=O)OC)cc1)Cc1ccccc1	-1.7	109	0.6%	i	54	.	0.5%	6%	4%	i	-1%
CCCCNC(=S)Nc1ccc2[nH]c(=O)[nH]c2c1	0.1	55	1.6%	i	15	-4%	2.5%	12%	12%	0.2%	-4%
COc1ccc(NC(=O)N2CCn3c2nc2ccccc23)cc1	1.1	71	-0.4%	i	9	3%	0.7%	8%	3%	1.9%	0%
O=C(c1cn(-c2ccccc2)nc1-c1ccccc1)N1CCN(c2ccccn2)CC1	1.5	34	-0.8%	i	26	1%	6.8%	12%	1%	0.6%	-1%
C=CCOC(=O)C(C#N)c1nc2ccccc2nc1N1CCC(C(=O)OCC)CC1 (stereo not given)	12	57	0.4%	i	40	1%	3.2%	-6%	7%	-0.3%	4%
Cc1ccn2c(=O)c(C(=O)NCCN3CCOCC3)c(O)nc2c1	-1.1	57	-0.1%	i	8	-5%	0.8%	6%	2%	0.0%	-8%
O=C(N/N=C/c1ccc([N+](=O)[O-])o1)c1cccc(S(=O)(=O)N2CCOCC2)c1	1.2	59	-0.7%	i	31	-1%	-0.7%	3%	11%	-9.9%	6%
Cc1cccc(NC(=O)C2CC(=O)NC(Nc3nc4ccccc4s3)=N2)c1 (stereo not given)	2.5	38	1.6%	i	10	.	4.3%	-5%	.	.	5%
Cc1ccccc1CSc1nnc(-c2ccccn2)n1C	0.4	65	0.2%	i	22	.	1.3%	17%	.	.	-6%
O=[N+]([O-])c1ccccc1S(=O)(=O)N1CCN(Cc2cc3c(cc2O)OCO3)CC1	-0.1	33	0.4%	i	10	-12%	-1.0%	8%	4%	0.3%	-1%
NC(=O)c1ccc(NC(=O)COc2ccc([N+](=O)[O-])cc2Cl)cc1	0.4	96	0.3%	i	50	-13%	2.0%	1%	6%	-1.0%	0%
O=C(Nc1ccccc1)C1CCN(S(=O)(=O)c2ccc3c(c2)OCCO3)CC1	2.8	54	.	i	58	2%	1.5%	20%	7%	0.4%[50 µM]	2%
Cc1ccc(CNC(=O)Cn2cccc2)cc1	0.5	53	-0.4%	i	42	3%	0.9%	7%	5%	0.1%	-1%
COc1ccccc1C(=O)Nc1nnc(-c2ccc(Cl)cc2)o1	-2.6	58	0.2%	i	39	1%	4.2%	.	0%	0.6%	-2%
Cc1ccc(C(=O)CNc2cccc([N+](=O)[O-])c2)cc1	-1.1	93	0.0%	i	26	-11%	-0.7%	6%	9%	-0.5%	0%
CC(C)CN(C(=O)COC(=O)CCCc1nc2ccccc2s1)c1c(N)n(Cc2ccccc2)c(=O)[nH]c1=O	-0.4	42	.	i	50	4%	-1.5%	3%	3%	0.9%[50 µM]	-9%
Cc1sc(NC(=O)C2CCCCC2)c(C#N)c1-c1ccccc1	2.8	87	.	i	39	0%	0.4%	8%	7%	1.6%	-17%
C#CCOCCOCCOCCNc1nc(N2CCN(C(=O)CCCCCCCCCCNC(=O)Cn3cc(CCCCCN)nn3)CC2)nc(N2CCN(C(=O)CCCCCCCCCCNC(=O)[C@@H](CCC(=O)O)n3cc(CCCCCN)nn3)CC2)n1	-1.2	90	.	i	40	-1%	3.9%	32%	18%	0.6%	6%
C=CCCCCCCCCc1nc(SCC(C)=O)n[nH]1	0.0	51	-0.2%	i	29	-2%	.	17%	5%	1.0%	1%
Nc1ncnc2c1ncn2C1OC(COP(=O)(O)O)C(O)C1O (stereo not given)	-1.4	45	0.2%	i	29	-9%	0.2%	3%	-15%	3.5%	8%
CCOC(=O)c1sc(NC(=O)CCCCCN2C(=O)c3cccc4cccc(c34)C2=O)nc1C	.	.	-0.2%	.	.	-3%	.	-1%	7%	0.9%	-8%
COC(=O)CCC(=O)OC1(C)C(=O)C=C2C=C3CCCN3C=C2C1=O (stereo not given)	1.2	90	-0.1%	i	19	22%	2.5%	51%	14%	0.6%	1%
Cc1ccccc1CC(=O)Nc1cc(C(C)(C)C)on1	0.6	66	-0.8%	i	59	-6%	3.3%	28%	-1%	0.8%	1%
O=c1ccc(Oc2nc(N3CCOCC3)nc(N3CCOCC3)n2)n[nH]1	-1.3	32	0.3%	i	28	2%	0.9%	7%	3%	0.8%	3%
CCOc1ccc2[nH]c(S(=O)(=O)CC)nc2c1Cl	-1.5	45	0.7%	i	42	-1%	4.3%	25%	3%	-2.0%	0%
CCOC(=O)C1(C/C(C)=N/NC(N)=O)CC(C)OC1=O (stereo not given)	-0.5	96	0.7%	i	53	-2%	-0.3%	14%	10%	0.3%	9%
CCOc1ccccc1N1CCN(C(=O)CCNS(=O)(=O)c2ccccc2F)CC1	0.8	50	.	i	60	1%	1.0%	15%	-4%	3.0%[50 µM]	-5%
CCCS(=O)(=O)N1CCCC(C(=O)N2CCOCC2)C1 (stereo not given)	-0.5	38	0.1%	i	37	-6%	1.5%	6%	10%	1.7%	8%
COC(=O)CCC(=O)Nc1ccc(N=Nc2ccccc2)cc1	2.7	38	0.1%	i	18	-17%	-2.5%	9%	-4%	-0.9%	-4%
Clc1ncnc2c1oc1ccccc12	5.4	89	-0.5%	i	56	-3%	0.1%	5%	-8%	-0.3%	-10%
COCc1cc([C@@H]2C[C@H]3CN(c4ccccc4)C(=O)[C@]34CCCN24)ccc1OC	-2.2	87	?	i	58	-10%	1.4%	3%	5%	0.0%	9%
Cc1cc(Cl)ccc1NC(=O)CCN1C(=O)C2CCCCC2C1=O (stereo not given)	-0.6	53	.	i	40	-6%	0.7%	.	-1%	0.9%[50 µM]	.
CCOCCCNC(=O)C1CCN(c2cc(C)nc3c(-c4ccc(OC)c(OC)c4)c(C)nn23)CC1	6.4	95	3.2%	i	13	-5%	6.4%	1%	4%	0.1%	-7%
Cn1c(SCC(=O)c2ccc(F)cc2)nnc1-c1ccccc1N	-2.7	53	-0.2%	i	40	-1%	0.7%	3%	11%	2.9%	-7%
O=C(NC1CCCC1)c1ccc2c(c1)N(Cc1ccccc1)CCS2	1.1	51	0.4%	i	5	8%	-0.6%	3%	.	0.7%	4%
CCOC(=O)c1sc(NC(=O)CSc2nnnn2-c2ccc(C)c(C)c2)nc1C	0.1	30	0.3%	i	41	-3%	3.5%	3%	12%	-0.8%	2%
CC(CNC(=O)C1CCCN(S(=O)(=O)N2CCOCC2)C1)c1ccccc1 (stereo not given)	-1.7	60	1.3%	i	22	-5%	1.4%	12%	11%	0.4%	-4%
Cc1cc(C=O)c(C)n1-c1ccc2c(c1)OCO2	-0.6	46	-0.2%	i	7	-9%	5.9%	0%	3%	0.0%	3%
CCCOc1cc(C)nc(-c2ccccc2O)n1	5.9	49	-0.1%	i	5	0%	0.3%	1%	5%	0.1%	6%
COc1ccc(S(=O)(=O)Nc2cccc(S(=O)(=O)N3CCCCCC3)c2)cc1	.	.	-0.2%	i	35	-6%	0.5%	-2%	-3%	-3.3%	-3%
CC(=O)Nc1nc2cccc([N+](=O)[O-])c2s1	0.8	41	-0.4%	i	33	-12%	0.5%	6%	6%	-0.3%	-5%
CCCC(=O)N1c2ccccc2C(=C2SC(C(=O)OC)=C(C(=O)OC)S2)C(=S)C1(C)C	6.8	69	0.5%	i	6	1%	7.8%	7%	6%	4.8%	11%
CN(CCCNC(=O)CSc1cc(=O)n(C)c2ccc(Cl)cc12)Cc1ccccc1	-0.3	85	0.6%	i	41	-12%	-2.9%	10%	6%	-1.4%	-6%
Cc1cc(Oc2ccccc2)nc(SCC(N)=O)n1	0.9	62	-0.2%	i	57	-7%	1.5%	18%	-3%	1.8%	-8%
Cc1cc(NC(=O)Nc2cccc([N+](=O)[O-])c2)no1	1.0	33	0.3%	i	25	-15%	18%	27%	5%	-0.1%	-2%
CCOC(=O)N1CC=C2C(C#N)=C(N)C(C#N)(C#N)[C@H](c3ccc(OCC)c(OCC)c3)[C@H]2C1	1.4	96	1.0%	i	4	-17%	0.3%	10%	11%	2.6%	-1%
COc1cccc(OCCNC(=O)c2cc([N+](=O)[O-])cc([N+](=O)[O-])c2)c1	0.9	27	-0.4%	i	18	6%	0.6%	5%	-6%	-0.3%	-3%
CC(C)(C)OC(=O)[C@H](Cc1ccccc1)NC(=O)c1nc[nH]c1C(=O)NC1CCN(C(=O)OC(C)(C)C)CC1	45*	85*	0.2%	.	.	-1%	-3.3%	3%	2%	1.8%	-2%
CC(=O)c1cccc(S(=O)(=O)N(Cc2cc3cc4c(cc3[nH]c2=O)OCCO4)CC2CCCO2)c1 (stereo not given)	0.8	53	1.2%	i	40	-1%	-0.1%	-1%	4%	5.9%	5%
CN(c1cccc(NS(=O)(=O)c2cccc([N+](=O)[O-])c2)c1)S(C)(=O)=O	2.6	33	0.1%	i	33	-7%	-1.2%	14%	2%	-1.3%	3%
COc1cc(/C=N/Nc2ccccc2[N+](=O)[O-])ccc1OC(=O)c1ccccc1F	-1.4	85	-1.1%	i	50	-4%	3.1%	10%	12%	0.2%	-7%
CCS(=O)(=O)N1CCC(C(=O)NCc2cccnc2)CC1	-1.3	47	-0.2%	i	14	-6%	-1.1%	-1%	1%	0.5%	7%

2 entries from above, set out differently:
smiles | NTR1 ag | NTR1 ag cell count 20 µM | West Nile antiviral | T cell HTS | T cell HTS vesicle-bound % | Dengue-2 NS5 capping | RSV CPE inhibition | SV40 large T antigen | MgcRacGAP inhibition | K1F lysis inhibition | PhoP inhibition
COc1ccc(S(=O)(=O)Nc2cccc(S(=O)(=O)N3CCCCCC3)c2)cc1 | . | . | -0.2% | i | 35 | -6% | 0.5% | -2% | -3% | -3.3% | -3%
Cc1cc(Oc2ccccc2)nc(SCC(N)=O)n1 | 0.9 | 62 | -0.2% | i | 57 | -7% | 1.5% | 18% | -3% | 1.8% | -8%
